# sPLA2-III inh: Blocks human group III sPLA2 activity | AID 743126 | QFRET BODIPY PC-A2 liposome hydrolysis, fluorescence | 0.56% of 370,000 active | inhibition, % at 12.2 µM;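 active = inhibition above mean plus 3 SD of compounds lying within the high and low control bounds, cut at about 19% in these data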;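 note: 0% = median of test compound wells and 100% = no enzyme DMSO wells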
# Target sequence (Q9NZ20 whole entry, looked up): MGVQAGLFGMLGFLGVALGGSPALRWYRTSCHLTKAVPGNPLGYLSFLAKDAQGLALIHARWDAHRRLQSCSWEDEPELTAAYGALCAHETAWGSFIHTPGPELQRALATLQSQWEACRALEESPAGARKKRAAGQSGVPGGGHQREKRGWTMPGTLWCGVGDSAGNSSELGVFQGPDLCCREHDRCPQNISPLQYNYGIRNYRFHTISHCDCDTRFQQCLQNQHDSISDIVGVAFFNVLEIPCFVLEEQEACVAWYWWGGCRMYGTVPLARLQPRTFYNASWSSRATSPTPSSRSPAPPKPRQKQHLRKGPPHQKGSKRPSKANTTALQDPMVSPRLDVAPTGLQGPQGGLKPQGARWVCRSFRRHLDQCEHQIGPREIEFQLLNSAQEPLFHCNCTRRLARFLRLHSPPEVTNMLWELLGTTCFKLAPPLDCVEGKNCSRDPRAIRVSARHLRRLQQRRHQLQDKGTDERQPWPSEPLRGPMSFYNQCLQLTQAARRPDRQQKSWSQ
# ARFGAP1 inh: inhibitors of rat ARFGAP1; Arfgap1-stimulated ARF1 GTP hydrolysis, GDP FP detection; inhibition, % at 16.5 µM; Q62848; 0.26% of 360,000 active;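 active = inhibition above a per-plate limit, mean inhibition of low control wells plus 3 SD, cut at about 25% in these data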;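 note: 0% = DMSO wells with enzyme and 100% = wells lacking Arfgap1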
# Target sequence (Q62848 1-136 limits assumed): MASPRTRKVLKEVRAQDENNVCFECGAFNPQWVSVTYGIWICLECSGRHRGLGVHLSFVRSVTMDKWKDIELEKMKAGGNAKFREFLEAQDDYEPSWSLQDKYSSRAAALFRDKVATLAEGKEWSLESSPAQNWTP
#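 Material: truncated rat Arfgap1 GAP domain; Incubation: compound-enzyme preincubation 20 min, reaction 120 min, detection 60 min, 25 °C; Read-out: percent inhibition of Arfgap1-stimulated GTP hydrolysis; Technique: FP, GDP Alexa 633 tracer displaced from anti-GDP antibody, 620/688 nm; Controls: No-Arfgap1 wells (100%) versus DMSO full-reaction wells (0%); Replication: single well per compound.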
# UHRF1 MBD2 ctr: UHRF1 methyl-DNA binding inhibition; 0.75% of 370,000 active; Q96T88; UHRF1 binding to methylated oligo, TR-FRET; inhibition, % at 4.4 µM; in the data active = inhibition above about 21%;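 note: UHRF1 SRA domain binding a hemimethylated CpG hairpin DNA probe; 0% = median of test compound wells and 100% = reference inhibitor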
# Rev-erbA mod: modulators of human Rev-erb alpha DNA binding | 0.79% of 370,000 active | Rev-erbα–FITC-DNA binding, fluorescence polarization, 90 min | activity, % at 10 µM | P20393;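 active = activity above about 14%, limit read from the data; passing the limit was not always enough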;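 note: 0% = DMSO wells with 35 nM protein and 100% = DMSO wells with 750 nM protein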
# PLCb3 inh: inhibitors of human phospholipase C beta3 | Q01970 | Purified PLC-beta3, fluorogenic substrate, fluorescence | inhibition, % at 12.2 µM | 0.18% of 370,000 active; in the data active = inhibition above about 11%;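 note: 0% = median of compound wells on plate and 100% = full blocker control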
# PLCg1 inh: inhibitors of human phospholipase C gamma1; purified PLC-gamma1, fluorogenic substrate, fluorescence; inhibition, % at 12.2 µM; 0.84% of 370,000 active; AID 720700; in the data active = inhibition above about 9.5%
# proKLK7 act: activators of human kallikrein-7 zymogen; P49862; 0.9% of 370,000 active; activation, % at 7 µM; AID 652039; purified proKLK7, EDANS-DABCYL substrate fluorescence; 100% is mature enzyme control, 0% vehicle;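 active = activation above the mean of all tested compounds plus 3 SD, computed per campaign excluding outliers beyond control limits, cut at about 13% in these data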
# Tn7 DDE FP: inhibitors of Tn7 peptide binding to human fibrin DD(E). P02675. 0.13% of 370,000 active. FP displacement of FITC-Tn7 peptide from fibrin DD(E); 0% = median of compound wells per plate. inhibition, % at 8.3 µM;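 active = inhibition above the mean of compounds falling within the control limits plus 3 SD of them, cut at about 14% in these data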;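 note: 0% = plate median of compound wells and 100% = 10 µM Aha-Tn7 peptide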
#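 Test system – human fibrin DD(E) · Times – 10 min preincubation, 3 h with tracer, room temperature · Detection – fluorescence polarization of the labelled Tn7 tracer · Measure – percent inhibition normalized to high-control wells · Benchmarks – high control wells with 10 µM unlabelled Aha-Tn7 peptide (full inhibition) · Repeats – singlicate testing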
# Tn6 DDE FP: inhibitors of Tn6 peptide binding to human fibrin DD(E) | P02675 | AID 720509 | inhibition, % at 8.3 µM | Fibrin DD(E) TRITC-Tn6 fluorescence polarization displacement | 0.21% of 370,000 active;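 active = inhibition above a per-campaign cutoff: mean of compounds within control limits plus 3 SD, cut at about 15% in these data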;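 note: 0% = median of all compound wells on the plate and 100% = blocking peptide control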
# ASAP1 GAP inh: ASAP1 ArfGAP inhibition. Q9ULH1. ASAP1-stimulated ARF1 GTP hydrolysis, GDP FP detection. inhibition, % at 16.5 µM. 0.19% of 360,000 active; in the data active = inhibition above about 25%;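 note: 0% = vehicle with enzyme and substrate and 100% = no enzyme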
# Target sequence (Q9ULH1 325-724 limits assumed): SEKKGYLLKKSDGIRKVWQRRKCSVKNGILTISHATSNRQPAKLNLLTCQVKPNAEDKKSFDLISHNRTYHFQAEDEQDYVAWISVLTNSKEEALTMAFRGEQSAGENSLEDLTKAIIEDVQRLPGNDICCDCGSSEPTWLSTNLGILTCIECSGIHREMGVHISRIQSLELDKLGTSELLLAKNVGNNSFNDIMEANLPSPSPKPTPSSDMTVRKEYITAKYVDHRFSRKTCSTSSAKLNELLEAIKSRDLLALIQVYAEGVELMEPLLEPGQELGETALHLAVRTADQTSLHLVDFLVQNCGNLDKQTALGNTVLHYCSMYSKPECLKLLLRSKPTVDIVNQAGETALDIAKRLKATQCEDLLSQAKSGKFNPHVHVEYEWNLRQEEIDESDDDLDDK
# Starred values were filed as active, the others as inactive; i = inactive; / = not tested or not shown.
SMILES,sPLA2-III inh,ARFGAP1 inh,UHRF1 MBD2 ctr,Rev-erbA mod,PLCb3 inh,PLCg1 inh,proKLK7 act,Tn7 DDE FP,Tn6 DDE FP,ASAP1 GAP inh
COc1ccc(C2C(C(=O)Nc3cc(OC)c(OC)c(OC)c3)c3ccccc3C(=O)N2C)cc1 (stereo unspecified),-5,2,-1,7,-4,0,0.5,0,2,4
CN(/C=C/C(=O)C(F)(F)C(F)(F)F)Cc1ccccc1,4,6,-1,-5,2,2,0.0,2,6,-11
CCN1CCc2c(sc(N)c2C#N)C1,-3,3,-1,2,-114,-90,-0.3,6,3,11
CCOC(=O)[C@H]1[C@H]2COc3ccc(OC)cc3[C@@H]2N2C(=O)c3ccc(C)cc3NC(=O)[C@@]12C,-3,1,1,-2,-2,-1,0.7,1,-2,-11
CN(C)c1ccc(C(=S)Nc2ccccc2)cc1,22*,12,1,-5,-1,6,0.5,-9,7,3
Cc1cc(C)c(-n2c(O)c(C=NCCN3CCOCC3)c(=O)[nH]c2=O)c(C)c1,-4,2,-2,3,-1,-1,1.0,-1,6,-7
Cc1cc(Br)cc(Cl)c1OCC(=O)N1CCN(C(=O)c2ccco2)CC1,11,14,-1,-5,-8,0,0.4,6,5,-6
CC1(C)Cc2cccc(OCC(=O)N3CCN(S(=O)(=O)c4ccccc4)CC3)c2O1,-4,6,0,6,-1,3,0.8,-3,-4,14
Cc1nnc(NC(=O)c2ccc(-c3cccc(C(F)(F)F)c3)o2)s1,-2,6,-1,-2,-5,-2,0.2,1,-8,4
c1ccc(-c2noc(CC3CCCCC3)n2)nc1,4,19,2,-5,-5,-1,0.3,7,-9,-3
O=C(C(Cc1ccccc1)n1cccc1)N1CCN(c2ncccn2)CC1 (stereo unspecified),-21,-3,0,-1,-3,-3,0.3,-6,-5,0
O=C(O)C1CCN(Cc2oc(CO)cc(=O)c2O)C1 (stereo unspecified),9,-3,0,-9,2,-2,0.0,9,4,3
CCN=C1SC(CC(=O)Nc2ccc(C(F)(F)F)cc2)C(=O)N1CC (stereo unspecified),-3,0,-1,1,2,1,0.2,-3,3,4
CN(CC(=O)Nc1ccccc1C(F)(F)F)C(=O)COc1ncnc2ccccc12,0,-8,-1,-2,-8,-1,-0.4,3,-1,-4
O=S(=O)(/C=C/c1ccccc1)N1CCN(c2ccccc2)CC1,0,-2,0,2,6,1,-0.1,4,0,4
Fc1cccc(CSc2nc3ncc(Cl)cc3[nH]2)c1,4,8,0,3,-8,-5,-0.4,5,-4,-4
O=C(NC1CCCCC1)OC1CC2CC1[C@H]1CCCCN1C2=O (stereo partly specified),-1,-7,5,-9,3,9,0.2,1,-6,8
Cn1c(=O)c(Sc2ccccc2)c(O)c2ccccc21,-21,4,-1,5,-16,-5,-0.3,-9,0,-4
CCCCn1c(N)c(N(CC(C)C)C(=O)c2oc3ccc(Br)cc3c2C)c(=O)[nH]c1=O,-9,4,0,-3,-11,-8,-0.2,-4,7,9
O=C(CCC(=O)N1CCN(S(=O)(=O)c2ccc3ccccc3c2)CC1)NCC(F)(F)F,1,0,-2,0,-2,2,-0.2,-5,2,-1
O=C(NC1CCCCCC1)c1cccc(S(=O)(=O)N2CCOCC2)c1,7,-2,-2,0,7,3,0.4,-2,-5,6
Cc1c(CN2CCN(c3cccc(C(F)(F)F)c3)CC2)c(=O)n(-c2ccccc2)n1C,6,0,0,4,5,1,-0.3,-2,0,7
COc1ccc(NC(C)=O)cc1NC(=O)c1ccc2ccccc2c1,-1,9,-3,-7,-2,-2,0.3,0,-2,-3
Cc1cccc(CN(CC(=O)N/N=C/c2ccco2)S(=O)(=O)c2ccc(Cl)cc2)c1,-7,7,-4,5,4,5,0.1,5,-6,-5
CC(C)OCCCNc1ncc2c(n1)CC(c1ccccc1)CC2=O (stereo unspecified),-11,4,1,-1,-8,-10,0.0,0,-1,5

# (cont.)
SMILES,sPLA2-III inh,ARFGAP1 inh,UHRF1 MBD2 ctr,Rev-erbA mod,PLCb3 inh,PLCg1 inh,proKLK7 act,Tn7 DDE FP,Tn6 DDE FP,ASAP1 GAP inh
O=C1C=C(c2ccc(C(=O)O)cc2)C[C@@H](c2ccc(F)cc2)C1,-1,3,4,1,-3,-2,-0.5,0,-5,-6
O=C1CCN(C(=S)NCc2ccccc2)CC1,-1,-2,0,2,-7,-3,-0.3,4,-1,-3
COc1cc(OC)c(OC)cc1CN1CCN(Cc2cccc(F)c2)CC1,8,-5,1,1,-2,4,0.5,-2,-2,4
CSc1nnc(C)c(/C=C/Nc2ccc(F)cc2F)n1,2,-7,-6,5,0,1,-0.5,-6,5,-18
CCN(CC)S(=O)(=O)c1ccc(NC(=O)COC(=O)CNC(=O)C2CCCCC2)cc1,2,0,-2,-3,6,3,0.0,-3,2,2
C[C@@H]1CN([C@@H](C)CO)C(=O)c2cc(Br)cnc2O[C@H]1CN(C)C(=O)CCN1CCCCC1,2,-5,-2,3,2,-1,-0.4,-5,-1,-8
COC(=O)c1ccc(NC(=O)C[n+]2ccccc2C)cc1,2,20,1,1,-1,2,0.0,-2,-2,15
CC1CC(C)CN(CC(=O)N2CCCc3c2c(=O)oc2ccc(OCc4ccccc4)cc32)C1 (stereo unspecified),-7,-3,-1,0,-14,-9,0.0,-1,5,0
C[C@@H]1COc2cc(N3CCC[C@H]3CO)ccc2S(=O)(=O)N1,10,-3,-1,-4,2,2,0.1,-2,4,-1
CC1CCN(C(=O)c2cc3c(=O)n4ccccc4nc3s2)CC1,7,2,0,6,i,i,23*,-13,-5,15
O=C(Cn1cc([N+](=O)[O-])cn1)NCc1cc2ccccc2[nH]1,-7,5,-3,-2,3,2,-0.9,-5,-7,0
COc1ccccc1NC(=O)CN(Cc1ccco1)C(=O)c1ccc(Cl)nc1,1,-10,1,-2,0,1,0.2,-3,6,12
Cc1ccc([N+](=O)[O-])cc1NC(=O)CN(C(=O)c1ccc(Cl)cc1)C1CCCCC1,-1,13,-2,6,4,4,0.7,-2,-8,5
Cc1ccc(C)c(N(CC(=O)NC2CCCC2)C(=O)c2oc(C(C)(C)C)cc2C)c1,2,-7,0,/,2,0,-0.4,9,-10,-10
O=C(Nc1ccccc1Cl)N1CCN(c2ccccn2)CC1,5,-11,-1,-2,3,-2,-0.7,-1,5,-12
COc1ccc(N(CC(=O)Nc2ccccc2C(=O)NCc2ccco2)S(C)(=O)=O)cc1,-4,0,4,-1,0,-2,1.1,1,2,0
O=C(CN1CCN(S(=O)(=O)c2ccc(F)cc2)CC1)Nc1cc(C(F)(F)F)ccc1Cl,3,4,7,-4,4,5,-0.2,-2,2,-18
CC(=O)NCC(=O)NNC1CC(=O)N(c2cccc(Cl)c2)C1=O (stereo unspecified),4,5,2,1,-14,-2,-0.3,-1,-6,-10
COc1ccc(N(C)C(=O)Cc2c(C(=O)O)[nH]c3ccccc23)cc1,-1,0,9,-6,0,2,-0.3,-5,6,-4
COc1ccc(C(C)NC(=O)CCc2ccccc2)cc1 (stereo unspecified),-4,5,0,-1,-8,-1,-0.1,0,9,2
COc1ccccc1CN1C(=O)C(=O)N(Cc2cccc(C)c2)C1=O,3,7,3,-3,-2,-4,-0.5,-1,-2,6
N#CCCN1CCN(S(=O)(=O)c2ccc(S(=O)(=O)N3CCOCC3)cc2)CC1,1,10,0,0,2,2,0.2,-11,7,8
Oc1ccc(Cl)cc1C=NN1CCCCCC1,9,-3,-1,-3,0,-2,-1.3,-3,3,5
Cc1ccc(O)c(C(=O)c2cnc3onc(-c4ccc(F)cc4)c3c2)c1,-8,-6,-3,-4,-8,-8,-0.5,2,5,-7
CCC(C(=O)NC(C)(C)C)n1c(C(c2ccccc2)c2ccccc2)nc2ccccc21 (stereo unspecified),13,11,1,0,-4,2,0.0,4,-7,12

# 5 successive entries out of the list so far, quoted:
SMILES,sPLA2-III inh,ARFGAP1 inh,UHRF1 MBD2 ctr,Rev-erbA mod,PLCb3 inh,PLCg1 inh,proKLK7 act,Tn7 DDE FP,Tn6 DDE FP,ASAP1 GAP inh
C[C@@H]1COc2cc(N3CCC[C@H]3CO)ccc2S(=O)(=O)N1,10,-3,-1,-4,2,2,0.1,-2,4,-1
CC1CCN(C(=O)c2cc3c(=O)n4ccccc4nc3s2)CC1,7,2,0,6,i,i,23*,-13,-5,15
O=C(Cn1cc([N+](=O)[O-])cn1)NCc1cc2ccccc2[nH]1,-7,5,-3,-2,3,2,-0.9,-5,-7,0
COc1ccccc1NC(=O)CN(Cc1ccco1)C(=O)c1ccc(Cl)nc1,1,-10,1,-2,0,1,0.2,-3,6,12
Cc1ccc([N+](=O)[O-])cc1NC(=O)CN(C(=O)c1ccc(Cl)cc1)C1CCCCC1,-1,13,-2,6,4,4,0.7,-2,-8,5

# Continuation:
SMILES,sPLA2-III inh,ARFGAP1 inh,UHRF1 MBD2 ctr,Rev-erbA mod,PLCb3 inh,PLCg1 inh,proKLK7 act,Tn7 DDE FP,Tn6 DDE FP,ASAP1 GAP inh
CC(=O)Nc1ccc(-n2nnnc2SCC(=O)NC2CCCC2)cc1,2,4,2,0,-7,2,-0.8,-9,-2,-9
COc1ccccc1C1NC(c2ccccc2OC)C(C)C(=O)C1C (stereo unspecified),-6,-3,4,-2,2,-2,0.1,-1,-7,0
COc1ccc(NC(=O)CN(C)C(=O)c2ccc(N3CCCCCC3)c([N+](=O)[O-])c2)cc1,-7,-3,-4,-9,-20,-10,-0.2,-1,1,3
Cc1ccc(/C=C2/Sc3ccc(C(=O)NCc4ccccn4)cc3NC2=O)cc1,-5,17,0,-27,-10,-4,-19,-8,-5,19
Cc1[nH]nc(SCC(=O)NC(C)c2ccccc2)c1[N+](=O)[O-] (stereo unspecified),-10,-12,-1,-2,1,0,0.3,-2,1,8
CCC(C)(C(=O)NC1CCCCC1)N(C(=O)C1CCC(=O)N1)c1ccccc1 (stereo unspecified),1,7,0,0,-1,0,-0.1,11,6,-7
CCc1ccc(NC(=O)C(=O)NCC2CCCN2S(=O)(=O)c2ccccc2)cc1 (stereo unspecified),-8,-3,-2,0,-7,-1,0.0,3,3,17
CCOC(=O)Cn1nc(C)n(-c2ccc(Br)cc2)c1=O,2,7,5,-3,6,7,-0.3,-9,6,-1
C=CCOC(=O)Nc1nc(CCNC(=O)OCc2ccccc2)c(C(=O)O)s1,7,13,0,-6,-1,-1,0.0,-3,4,4
O=S1OCCN1c1ccccc1 (stereo unspecified),8,20,-2,5,7,5,-0.2,-2,1,3
C=CCn1c(SCC(=O)Nc2ccc(NC(=O)c3ccco3)c(OC)c2)nnc1-c1ccncc1,6,0,1,-6,0,0,-0.2,6,4,2
CC1=C/C(=N\NC(=O)c2ccc(O)cc2)CC1,1,-4,5,-5,-1,0,0.1,3,-4,3
CC12CCC3C(CCC4CC(O)CCC43C)C1CC(=O)C2 (stereo unspecified),-3,-4,-2,-2,1,0,0.1,7,2,3
CC(C)(C)c1nc(SCC(=O)Nc2ccc3c(c2)OCCO3)c2ccccc2n1,15,4,3,73*,-5,5,0.5,9,-6,-3
CCN(CC)CCCNC(=O)CCC(=O)Nc1ccc2nc(N3CCC(C)CC3)cc(C)c2c1,0,-3,13,-2,i,-390,-3.0,3,4,9

# From PubChem BioAssay

# Rows are unselected; about 4.5% have a hit in one of these screens.
